Screens from PubChem BioAssay.
MsrA act = bovine methionine sulfoxide reductase A activation; purified bovine MsrA, absorbance read-out; actives 0.3% (n = 360,000); activation, % at 10.6 µM; in the data active = activation above about 7.5%;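 note: 0% = vehicle and 100% = reference activator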
MT1-MMP act inh = MT1-MMP (human) activation inhibition; P50281; HT1080 RFP-PRO-GFP cells, GFP/RFP ratio fluorescence, overnight; percent of plate control window, DMSO zero; GFP/RFP ratio change, % at 20 µM; actives 0.061% (n = 360,000); AID 651647;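 active = GFP/RFP ratio change of at least 30% with cell ATP level not reduced by more than half and red fluorescence within 50% of control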; note: strong numbers were not always called active
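Compound: 20 µM single dose, 1% DMSO / System: HT1080 RFP-PRO-GFP cells / Controls: DMSO and RFP-L50D-GFP cell wells / Read-out basis: GFP/RFP fluorescence ratio / Schedule: overnight compound exposure at 37 °C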
MsrA inhibitor = bovine MsrA inhibition; purified bovine MsrA, absorbance read-out; inhibition, % at 15.5 µM; actives 0.75% (n = 360,000); AID 651718; in the data active = inhibition above about 4.5%;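 note: 0% = vehicle wells with enzyme and 100% = reference inhibitor wells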
Rin1 Abl inh = inhibitors of human Rin1-Abl protein interaction. TR-FRET Rin1/Abl binding, biochemical. inhibition, % at 7.35 µM. actives 0.4% (n = 360,000); in the data active = inhibition above about 5%, passing the limit was not always enough
NRP1-CendR mod = NRP-1/CendR interaction modulation; O14786; FAM-RPARPAR peptide binding to NRP-1, fluorescence polarization; inhibition, % at 25 µM; actives 0.85% (n = 360,000); AID 602438;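 active = inhibition or corrected inhibition above about 18%, plus a signal ratio from 0.5 to 1.5, limit read from the data, passing the limit was not always enough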; note: strong numbers were not always called active
Neddyl block = cullin neddylation inhibition. TR-FRET cullin neddylation, biochemical. P61081+Q13564. actives 0.58% (n = 360,000). calls only at 25 µM; in the data active = inhibition above about 36%
eLon inh = E. coli protease La inhibition | purified E. coli Lon protease, fluorescence polarization | P0A9M0 | inhibition, % at 7.94 µM | actives 0.42% (n = 360,000); in the data active = inhibition above about 13%, passing the limit was not always enough;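 note: 0% = enzyme with probe and DMSO and 100% = no enzyme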
Target sequence (P0A9M0 whole entry, looked up): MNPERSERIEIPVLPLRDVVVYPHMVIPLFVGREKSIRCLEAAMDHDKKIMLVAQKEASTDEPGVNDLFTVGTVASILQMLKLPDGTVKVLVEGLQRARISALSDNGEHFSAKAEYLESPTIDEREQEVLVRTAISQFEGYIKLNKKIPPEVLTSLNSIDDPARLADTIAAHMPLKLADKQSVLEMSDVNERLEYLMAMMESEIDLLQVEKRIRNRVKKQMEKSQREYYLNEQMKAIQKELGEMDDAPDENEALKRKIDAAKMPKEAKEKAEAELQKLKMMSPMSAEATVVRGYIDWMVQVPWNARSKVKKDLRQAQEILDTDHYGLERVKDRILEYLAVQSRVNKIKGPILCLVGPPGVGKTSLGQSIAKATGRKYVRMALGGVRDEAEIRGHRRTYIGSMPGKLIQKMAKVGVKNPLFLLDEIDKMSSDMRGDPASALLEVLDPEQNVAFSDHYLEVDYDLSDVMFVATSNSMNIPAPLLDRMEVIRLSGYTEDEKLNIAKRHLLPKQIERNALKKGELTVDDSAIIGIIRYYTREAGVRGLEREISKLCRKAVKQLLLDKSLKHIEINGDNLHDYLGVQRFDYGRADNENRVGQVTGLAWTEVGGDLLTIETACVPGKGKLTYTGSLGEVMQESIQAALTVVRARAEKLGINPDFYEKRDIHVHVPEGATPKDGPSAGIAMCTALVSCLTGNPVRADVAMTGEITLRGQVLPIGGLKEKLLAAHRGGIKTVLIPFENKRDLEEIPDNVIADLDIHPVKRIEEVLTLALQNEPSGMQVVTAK
SKN-1 block = inhibitors of C. elegans SKN-1. C. elegans VP596 Pgst-4::GFP/RFP ratio, acrylamide-induced, 24 h. inhibition, % at 21.8 µM. actives 0.49% (n = 360,000);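 active = interference check ratio from 0.5 to 1.5 plus GFP to RFP signal ratio inhibition reaching or exceeding a fixed threshold, cut at about 30% in these data, passing the limit was not always enough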; note: some compounds called inactive have numbers as strong as hits
FAS TE block = inhibitors of human fatty acid synthase thioesterase domain; P49327; recombinant FAS-TE, OMFH fluorogenic substrate, fluorescence endpoint; inhibition, % at 15 µM; actives 0.67% (n = 360,000); AID 602261;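 active = compounds whose normalised, plate-corrected inhibition of enzyme fluorescence in the single-dose primary screen is 50% or more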;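 note: 0% = DMSO with enzyme and 100% = substrate without enzyme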
* = called active by the depositor; i = inactive; · = no result given.

no.	smiles	MsrA act	MT1-MMP act inh	MsrA inhibitor	Rin1 Abl inh	NRP1-CendR mod	Neddyl block	eLon inh	SKN-1 block	FAS TE block
1	O=C(NCC1CCCO1)C(=O)N/N=C\c1ccc2c(c1)OCO2 (centres undefined)	-2	0	3.5	1	0	i	7	21	-3
2	N=c1sccn1CC(=O)Nc1cccc(Oc2ccccc2)c1	3	-6	-1.1	3	-4	i	-3	-16	-94
3	CCc1cccc(C)c1NC(=O)COC(=O)C(NS(=O)(=O)c1ccc(Cl)cc1)C(C)O (centres undefined)	-3	3	-1.3	-3	5	i	-3	3	-6
4	CCn1ccnc1CN1CCc2c([nH]c3ccccc23)C1C1CCCCC1 (centres undefined)	-4	0	-0.6	-2	0	i	-3	9	-4
5	O=C1CC(N2CCSCC2)C(=O)N1c1ccc(Br)cc1 (centres undefined)	-8	0	0.8	1	-9	i	9	-9	-4
6	CC[C@H](C)[C@H](NC(=O)c1ccc(Cl)cc1)C(=O)OCC(=O)c1ccc2c(c1)NC(=O)CO2	-2	-4	0.2	2	0	i	-7	10	0
7	O=C(COC(=O)Cn1nc(-c2ccccc2)oc1=O)Nc1ccc(F)cc1	-1	0	-1.0	-2	-6	i	-4	-7	-6
8	Cc1ccc(Nc2nc(CSc3nnc(-c4ccccc4C)n3C)cs2)cc1	-3	-2	1.0	-3	-10	i	-1	13	9
9	O=C1CSC(=NC2CCCCC2)N1	-1	1	0.8	0	2	i	-4	-7	-13
10	CCn1c(COc2ccc(=O)n(-c3ccccc3)n2)nnc1SCc1cccc(OC)c1	-3	-2	1.6	4	-16	i	-4	27	-7
11	Cc1ccnn1Cc1cc(C(=O)O)c2ccccc2n1	-3	1	-0.5	0	-1	i	-3	11	-4
12	CCOc1cc(/C=C2\CCCc3c2nc2ccccc2c3C(=O)O)ccc1OC	-1	-57	3.2	1	143	i	115*	-40	-141
13	CCOC(=O)c1cc(-c2ccncc2)nc2c1c(C)nn2-c1ccccn1	3	5	0.2	-4	10	i	0	3	1
14	COc1ccc(C=Nc2ccc3[nH]ncc3c2)c(O)c1	0	4	0.7	-6	-10	i	-1	1	-4
15	CCOc1ccc(C(=O)NCC(=O)OCC(=O)N2C(C)CCCC2C)cc1 (centres undefined)	-13	1	2.9	4	-10	i	-7	-7	-18

5 entries from above, with values under each structure.
Each structure is followed by: MsrA act | MT1-MMP act inh | MsrA inhibitor | Rin1 Abl inh | NRP1-CendR mod | Neddyl block | eLon inh | SKN-1 block | FAS TE block
12	CCOc1cc(/C=C2\CCCc3c2nc2ccccc2c3C(=O)O)ccc1OC
→ -1 | -57 | 3.2 | 1 | 143 | i | 115* | -40 | -141
11	Cc1ccnn1Cc1cc(C(=O)O)c2ccccc2n1
→ -3 | 1 | -0.5 | 0 | -1 | i | -3 | 11 | -4
2	N=c1sccn1CC(=O)Nc1cccc(Oc2ccccc2)c1
→ 3 | -6 | -1.1 | 3 | -4 | i | -3 | -16 | -94
5	O=C1CC(N2CCSCC2)C(=O)N1c1ccc(Br)cc1 (centres undefined)
→ -8 | 0 | 0.8 | 1 | -9 | i | 9 | -9 | -4
1	O=C(NCC1CCCO1)C(=O)N/N=C\c1ccc2c(c1)OCO2 (centres undefined)
→ -2 | 0 | 3.5 | 1 | 0 | i | 7 | 21 | -3

New compounds follow:
no.	smiles	MsrA act	MT1-MMP act inh	MsrA inhibitor	Rin1 Abl inh	NRP1-CendR mod	Neddyl block	eLon inh	SKN-1 block	FAS TE block
16	Cc1ccc(NS(=O)(=O)c2ccc(-c3cnc(C4CC4)o3)cc2)cc1	-1	-2	1.8	3	4	i	11	-7	19
17	COCCn1c(=O)[nH]c(=O)c2c1nc(-c1cc(Br)c3c(c1)OCO3)n2Cc1ccccc1	-3	-5	-1.9	0	0	i	-7	7	6
18	COc1cccc(C(=O)NCC2(c3ccccc3)CCCC2)c1OC	-3	6	-0.1	-1	6	i	-5	-11	12
19	COC(=O)c1cc(COC(=O)c2nc3nc(C)cc(C)n3n2)oc1C	-1	2	0.9	5	12	i	-3	10	-4
20	N=C1c2ccccc2CN1NC(=O)COc1ccc(Cl)cc1	-7	1	-1.5	-3	-7	i	-6	-3	-12
21	COc1ccc(N(CC(=O)NC2CCCC2)C(=O)Cn2nnc(-c3ccc(C)o3)n2)cc1	-4	-1	0.8	4	7	i	-15	-3	2
22	O=C(COc1ccc(Cl)cc1Br)N1CCN(c2ccccc2)CC1	2	-3	-0.3	0	34*	i	2	6	22
23	O=C(CCCSc1nnnn1-c1cccc2ccccc12)c1ccc(F)cc1	-3	3	0.5	-4	10	i	-7	-10	24
24	Cc1cccc(C(=O)Nc2cccc(OCC(=O)O)c2)c1	-1	0	-0.2	0	4	i	-7	9	-8
25	N#CCC(=O)Nc1ccc(C(=O)OCC(=O)NC2CCCc3ccccc32)cc1 (centres undefined)	-1	-4	0.3	0	-18	i	-16	-4	1
26	COc1ccc(C2NC(=O)c3ccccc3N2)c(OC)c1OC (centres undefined)	-3	1	0.9	1	-11	·	-7	-2	-4
27	CCCCn1c(N)c(N(CC)C(=O)/C=C/c2ccco2)c(=O)[nH]c1=O	-9	-5	1.8	-2	18	i	12	12	-3
28	CCOc1ccc(OCC)c(NC(=O)C2CCCN(S(=O)(=O)c3cccs3)C2)c1 (centres undefined)	-2	-4	1.1	-1	-1	i	-7	8	14
29	CCOC(=O)c1cc(C)sc1NC(=O)C1CCC1	-1	-4	-0.7	2	-6	i	-3	4	2
30	Cc1c(C)n(-c2ccccc2)c2ncnc(NCCCN(C)C)c12	-4	3	-0.6	1	-2	i	-6	-11	-6

#31 Cc1csc(N/N=C/c2ccc(O)c([N+](=O)[O-])c2)n1
#32 CC(=O)C1=C(O)CCCC1=NCc1nc2ccccc2[nH]1
#33 CC1(c2nnc(-c3ccncc3)o2)CC(c2ccc(Cl)cc2)=NO1 (centres undefined)
#34 CN(C)S(=O)(=O)c1cccc(NC(=O)COc2ccc(C(=O)c3ccccc3)cc2)c1
#35 O=C(O)COCC(=O)Nc1ccc2c(c1)CCC2
#36 COc1ccc(S(=O)(=O)NCCOc2ccccc2)cc1C
#37 O=C(NNc1ccc([N+](=O)[O-])cc1)c1ccccc1F
#38 CCCCCn1c(=O)[nH]c2cc(C(=O)Nc3ccc(OC)cc3)ccc2c1=O

Screen / compound no.	31	32	33	34	35	36	37	38
MsrA act	-4	-2	-2	1	-2	-15	-2	-2
MT1-MMP act inh	16	-2	-4	-6	0	-5	-2	6
MsrA inhibitor	4.4	0.3	-1.7	-0.7	1.5	-0.2	1.0	·
Rin1 Abl inh	-8	-1	17*	-1	0	4	-2	2
NRP1-CendR mod	-2	-7	11	2	-10	5	3	-2
Neddyl block	i	i	i	i	i	i	i	i
eLon inh	9	3	0	3	-3	-3	-7	4
SKN-1 block	0	3	9	3	12	0	0	4
FAS TE block	-1	-3	-5	22	-7	0	-2	-7

Retrieved one by one from above:
#33 CC1(c2nnc(-c3ccncc3)o2)CC(c2ccc(Cl)cc2)=NO1 (centres undefined)
#37 O=C(NNc1ccc([N+](=O)[O-])cc1)c1ccccc1F
#36 COc1ccc(S(=O)(=O)NCCOc2ccccc2)cc1C

Screen / compound no.	33	37	36
MsrA act	-2	-2	-15
MT1-MMP act inh	-4	-2	-5
MsrA inhibitor	-1.7	1.0	-0.2
Rin1 Abl inh	17*	-2	4
NRP1-CendR mod	11	3	5
Neddyl block	i	i	i
eLon inh	0	-7	-3
SKN-1 block	9	0	0
FAS TE block	-5	-2	0

Next structures.
#39 CCCC(=O)Nc1ccc(C(=O)NNC(=O)COc2ccc(Br)c(C)c2)cc1
#40 CCCn1nc(C(=O)NNC(=O)c2ccc(OC(F)F)cc2)c2ccccc2c1=O
#41 CC(=O)c1c(C)[nH]c(C(=O)OCC(=O)N(C)c2c(N)n(Cc3ccccc3)c(=O)[nH]c2=O)c1C
#42 O=C(O)[C@@H]1Cc2ccccc2N1
#43 COc1ccccc1OCC(=O)Nc1ccc(Cl)cc1
#44 CCCCCc1nnc(NC(=O)c2ccc(N3CCCC3=O)cc2)s1
#45 COc1cccc(Nc2nc(C(N)Cc3ccc(C(F)(F)F)cc3)cs2)n1 (centres undefined)
#46 Cc1ccc(S(=O)(=O)N2CCC(=O)N(CCOCc3cccc(F)c3)CC2)cc1

Screen / compound no.	39	40	41	42	43	44	45	46
MsrA act	-12	-5	-2	8.2*	-2	-4	-6	-3
MT1-MMP act inh	-1	2	1	-9	2	-1	-4	4
MsrA inhibitor	-0.1	-0.1	1.3	0.9	-0.2	-0.2	-2.9	0.1
Rin1 Abl inh	-3	3	2	0	-4	1	-3	2
NRP1-CendR mod	2	-4	-16	-29	-2	1	-16	6
Neddyl block	i	i	i	i	i	i	i	i
eLon inh	-9	-1	-6	-28	-4	1	-3	-4
SKN-1 block	-5	-7	9	4	22	2	24	15
FAS TE block	-12	-3	-6	-52	12	0	-3	-1

#47 CN(C1CCCCC1)S(=O)(=O)c1ccc(NC(=S)NC(=O)c2cccs2)cc1
#48 COc1cc(-c2nnc(-c3cc(-c4ccccc4)nc4ccccc34)o2)cc(OC)c1OC
#49 Clc1ccc(OCc2nn3c(C4CCCCC4)nnc3s2)c(Cl)c1
#50 O=C(C1CCCN1S(=O)(=O)c1ccc(Cl)cc1)N1CCOCC1 (centres undefined)
#51 c1ccc(C2=NNC(c3ccccn3)=NN2)nc1
#52 CN(C)CCNC(=O)COc1cccc2c1OC(C)(C)C2
#53 COc1ccc(OC)c(/C=C/C(=O)NCCc2nc3ccccc3[nH]2)c1
#54 COc1ccc(CCC(C)N(C)Cc2ccccc2)cc1 (centres undefined)

Screen / compound no.	47	48	49	50	51	52	53	54
MsrA act	-4	-7	-2	-10	-8	-3	-4	-3
MT1-MMP act inh	0	0	4	-6	-2	1	4	3
MsrA inhibitor	1.2	1.4	1.2	0.7	0.5	1.7	0.5	0.4
Rin1 Abl inh	1	1	-1	-6	-3	0	-3	1
NRP1-CendR mod	10	11	-16	-12	-8	-5	-14	11
Neddyl block	i	·	i	i	i	i	·	i
eLon inh	9	5	-11	-4	7	8	-3	-3
SKN-1 block	-2	-7	-6	-20	-7	3	9	-12
FAS TE block	36	11	36	-11	-1	-3	1	-3

#55 Cc1cc(OC(=O)c2ccc(C(C)(C)C)cc2)c([N+](=O)[O-])c(=O)[nH]1
#56 Cc1ccc(S(=O)(=O)NC(CC(C)C)C(=O)N2CCCCCCC2)cc1 (centres undefined)
#57 Nc1ncnc2c(C3OC(CO)C(O)C3O)scc12 (centres undefined)
#58 O=S(=O)(NCC1CCCO1)c1ccc2c(c1)OCCO2 (centres undefined)
#59 Cc1ccc(NC(=O)CSc2nnc(CNC(=O)c3cccs3)o2)c(C)c1
#60 O=C(Nc1nnc(-c2ccc(Cl)cc2)o1)Nc1ccccc1F

Screen / compound no.	55	56	57	58	59	60
MsrA act	-2	-3	-5	-2	-13	-1
MT1-MMP act inh	3	-6	-22	-17	1	1
MsrA inhibitor	-1.3	-0.1	0.9	-1.0	-0.2	0.4
Rin1 Abl inh	3	4	0	1	3	-3
NRP1-CendR mod	1	-8	15	6	-3	7
Neddyl block	i	i	·	i	i	i
eLon inh	-2	-3	-2	-2	-3	0
SKN-1 block	14	11	8	3	12	-2
FAS TE block	-4	3	-5	1	-12	-6

Another view of some results above:
58) O=S(=O)(NCC1CCCO1)c1ccc2c(c1)OCCO2 (centres undefined)
  MsrA act = -2
  MT1-MMP act inh = -17
  MsrA inhibitor = -1.0
  Rin1 Abl inh = 1
  NRP1-CendR mod = 6
  Neddyl block = i
  eLon inh = -2
  SKN-1 block = 3
  FAS TE block = 1
59) Cc1ccc(NC(=O)CSc2nnc(CNC(=O)c3cccs3)o2)c(C)c1
  MsrA act = -13
  MT1-MMP act inh = 1
  MsrA inhibitor = -0.2
  Rin1 Abl inh = 3
  NRP1-CendR mod = -3
  Neddyl block = i
  eLon inh = -3
  SKN-1 block = 12
  FAS TE block = -12
60) O=C(Nc1nnc(-c2ccc(Cl)cc2)o1)Nc1ccccc1F
  MsrA act = -1
  MT1-MMP act inh = 1
  MsrA inhibitor = 0.4
  Rin1 Abl inh = -3
  NRP1-CendR mod = 7
  Neddyl block = i
  eLon inh = 0
  SKN-1 block = -2
  FAS TE block = -6
